RNase H inhibition: RNase H inhibition, HIV 1 Gag Pol polyprotein, FRET biochemical assay, screening (AID 372); HIV-1 RT RNase H, FRET RNA/DNA substrate fluorescence; higher % means a stronger effect; inhibition, % at 10 µM; hits with a dose series show IC50 in µM; actives 0.77% (n = 100,000); in the data active = inhibition above about 50%
* hit, by the source's call. Not all compounds are listed; count on the stated rates, not on these rows.

SMILES	RNase H inhibition
N#CC(C#N)=Cc1c[nH]c(=O)c(C#N)c1Nc1ccccc1	0%
CC12CN3CC(C)(CN(C1)C3c1cccc(Br)c1)C2=O (configuration not stated)	1%
N#C/C(=C/c1ccc(N2CCOCC2)cc1)c1ccc([N+](=O)[O-])cc1	19%
Cc1cc(C)c2oc(-c3ccc(C)c(NC(=S)NC(=O)c4cccs4)c3)nc2c1	20%
O=Cc1ccc(OCc2ccc(Br)cc2)cc1	20%
COc1ccc(/C=C/C(=O)NCCSCc2ccc(Cl)cc2)cc1	11%
CCCCOc1ccc(N2C(=O)C3CC(C)=C(C)CC3C2=O)cc1 (configuration not stated)	10%
CCOC(=O)NC(Nc1cccc(C(F)(F)F)c1)(C(F)(F)F)C(F)(F)F	15%
CCOC(=O)c1c(NC(=O)c2ccc(OC)c(OC)c2)sc(C(=O)N(CC)CC)c1C	10%
CC(NC(=O)C(=O)N/N=C/c1ccc(C(=O)O)cc1)c1ccccc1 (configuration not stated)	4%
CSc1ccccc1NC(=O)c1cc2nc(-c3cccs3)cc(C(F)(F)F)n2n1	11%
Cc1ccc(-c2ccc(OCC(=O)NCc3ccccc3)cc2)cc1	6%
COc1cc(C=C2C(=O)NC(=S)NC2=O)cc(Br)c1OCCOc1ccc(C)c(C)c1	0%
CCOc1ccc(-c2cc(C(=O)Nc3cccc([N+](=O)[O-])c3)c3ccccc3n2)cc1	8%
Cc1ccc(/C=C(\C#N)C(=O)Nc2ccccc2)cc1[N+](=O)[O-]	10%
O=C(N/N=C/c1ccc(O)cc1O)c1ccccc1Cl	0%
Cc1ccccc1OCCCN1CCOCC1	0%
COc1ccc(Br)cc1/C=C/C(=O)Nc1ccc(NC(=O)c2ccccc2)cc1	46%
O=C1N/C(=N/N=C/c2ccc3c(c2)OCO3)SC1c1ccccc1 (configuration not stated)	9%
COc1cc(C)ccc1OCCOCCOc1c(C)cc(C)cc1Br	29%
Cc1cccc(C)c1NC(=O)c1ccc([N+](=O)[O-])cc1Cl	0%
CC12C=CC(O1)C1C(=O)N(Cc3ccccc3)C(=O)C12 (configuration not stated)	2%
c1ccc(N2CCN(C3C4CC5CC(C4)CC3C5)CC2)cc1 (configuration not stated)	9%
CC(C)(C)c1ccc(Oc2ccc3noc4c3c2C(=O)c2ccccc2-4)cc1	50%*
Cc1ccc(C(=O)CC(=O)c2ccccc2C)c(O)c1	0%
Continued.
SMILES	RNase H inhibition
NC(=S)N/N=C/c1cc(I)cc(I)c1OCc1ccccc1	10%
O=C(N/N=C/c1cccc(Cl)c1)c1ccncc1	10%
COc1ccc(/C=C/C(=O)NCCN2CCOCC2)cc1OC	7%
O=C(Oc1ccc2ccccc2c1Br)N1CCOCC1	2%
O=C(O)CCCCCN1C(=O)C(=O)/C(=C(/O)c2ccccc2)C1c1ccc([N+](=O)[O-])cc1 (configuration not stated)	9%
COc1cccc(NC(=O)C(c2ccccc2)c2ccccc2)c1	0%
O=Cc1cc(Cl)c(OCC(=O)O)c(Br)c1	14%
Cc1cc(/C=C(\C#N)C(=O)NCC2CCCO2)c(C)n1-c1ccc(Br)cc1 (configuration not stated)	15%
COc1ccccc1OCCCCOc1ccc(C)cc1	18%
Fc1ccc(-c2cn3ccccc3n2)cc1	3%
CN(C)c1ccc(Nc2nc(-c3ccc(Cl)cc3)cs2)cc1	22%
CC(=O)c1cccc(N2C(=S)NC(C)(C)C=C2C)c1	5%
C=CCN1C(=O)/C(=C/c2ccccc2OCCOc2cc(C)ccc2C)SC1=S	18%
Cc1ccc(C2N(c3ccccc3)CCN2c2ccccc2)cc1	19%
COc1ccc(N2C(=O)NC(=O)/C(=C/c3ccc(O)c([N+](=O)[O-])c3)C2=O)cc1	11%
CCOC(=O)C1=NN(C(=O)c2ccc([N+](=O)[O-])cc2)C(O)(C(C)(C)C)C1 (configuration not stated)	5%
Cc1cccc(-c2nc3cc(NC(=S)NC(=O)c4ccc([N+](=O)[O-])cc4)ccc3o2)c1	29%
CCOc1cccc(NC(=O)/C(C#N)=C\c2cc(C)n(-c3ccc(C(C)=O)cc3)c2C)c1	13%
Cc1cccc(NC(=O)CSc2nnnn2-c2ccc(F)cc2)c1C	17%
CCCCNCCCCOc1ccc(CC)cc1	8%
Cc1cc(/C=N/NC(=O)CC#N)c(C)n1-c1cc(Cl)ccc1Cl	19%
O=C1NC(=O)N(c2ccc(Br)cc2)C(=O)/C1=C\C=C\c1ccco1	1%
COc1ccc(OC)c(C2C(C#N)=C(N)OC3=C2C(=O)CC(c2ccccc2)C3)c1 (configuration not stated)	20%
O=C1N=c2ccc(F)cc2=C1c1[nH]c(=S)[nH]c1O	10%
COc1ccc(OC)c(N2C(=O)NC(=O)C(=Cc3ccc(C)o3)C2=O)c1	0%

Gathered by group: the entries above with an NH in an aromatic ring.
SMILES	RNase H inhibition
N#CC(C#N)=Cc1c[nH]c(=O)c(C#N)c1Nc1ccccc1	0%
O=C1N=c2ccc(F)cc2=C1c1[nH]c(=S)[nH]c1O	10%

The results go on.
SMILES	RNase H inhibition
Cc1cccc(N2C(=O)c3ccc(Oc4ccc([N+](=O)[O-])cc4)cc3C2=O)c1C	0%
O=C1NC(=O)N(Cc2ccco2)C(=O)/C1=C\c1cn(Cc2cccc(F)c2)c2ccccc12	57%*
O=C(Nc1nc(-c2ccc(Cl)cc2)cs1)c1ccc2c(c1)OCO2	6%
C#CCSc1nc2c(c(=O)n1Cc1ccccc1)C1(CCCCC1)Cc1ccccc1-2	3%
O=C(CN1C(=O)/C(=C/c2ccccc2F)SC1=S)Nc1cccc(O)c1	12%
COc1ccc(OC)c(C=Nc2ccccc2Br)c1	4%
Cc1ccc(OCCSc2nc3ccccc3n2CCO)cc1	5%
Cc1cccc(Cc2cnc(NC(=O)CCCN3C(=O)/C(=C/c4ccccc4)SC3=S)s2)c1	22%
CCCC(C)NC(=O)c1ccc(C)c([N+](=O)[O-])c1 (configuration not stated)	10%
OCc1ccc(-c2cc(C(F)(F)F)cc(C(F)(F)F)c2)o1	13%
CCN1C(=O)/C(=C/c2cn(Cc3ccc(Cl)cc3)c3ccccc23)SC1=S	48%
Cc1ccc(CNC(=O)CN(c2cccc(Cl)c2)S(=O)(=O)c2ccc(C)cc2)cc1	12%
CCN(CC)C(=O)N1c2ccccc2C=Cc2ccccc21	0%
CCOc1ccc(NC(=O)c2ccccc2NC(=O)c2ccccc2)cc1	11%
COc1cccc(/C=C2\SC(=Nc3cccc(Cl)c3Cl)NC2=O)c1	25%
O=C(O)CCC(=O)NNc1ccccc1[N+](=O)[O-]	2%
Cc1cccc(-c2nc3cc(NS(=O)(=O)c4ccccc4)ccc3o2)c1	29%
Cc1ccc(N(CC(=O)NC2CC2)S(C)(=O)=O)cc1	6%
COC(=O)c1ccc(N2C(=O)c3ccc(C(=O)Nc4ccc(C)cc4)cc3C2=O)cc1	3%
COc1ccc(Nc2ncnc3c2oc2ccccc23)cc1	12%
COc1ccccc1/C=C(/NC(=O)c1ccccc1)C(=O)NNC(=O)c1ccccc1	6%
CCN1C(=O)/C(=C/c2cc(Cl)cc(Cl)c2OCc2ccccc2F)SC1=S	37%
COC(=O)c1cc(-c2ccc(N)cc2)nc2ccccc12	19%
C=CCOc1ccccc1/C=N/NC(=O)C(OC)c1ccccc1 (configuration not stated)	6%
COc1ccc(N(CC(=O)Nc2ccccc2C)S(=O)(=O)c2ccccc2[N+](=O)[O-])c(OC)c1	12%
Later entries.
SMILES	RNase H inhibition
CCCCOc1ccc(OCC(=O)N/N=C/c2cc(Br)cc(Br)c2O)cc1	1%
Cc1ccc(C(=O)Nc2ccc(NC(=O)C(=O)O)cc2)o1	8%
COc1cccc(NC(=O)C2C(c3ccccc3)C2(Cl)Cl)c1 (configuration not stated)	6%
O=C(Nc1cccc2ccccc12)O/N=C\c1ccccc1Cl	19%
CCOc1cccc(OCCOc2c(C)cc(Cl)cc2Cl)c1	16%
c1ccc2cc(OCCCCCCN3CCCC3)ccc2c1	18%
O=C(Cc1ccc(Cl)cc1)Nc1ccc2oc(-c3ccccc3Br)nc2c1	24%
COc1ccc(NC(=O)c2ccc(C)cc2)c(OC)c1	15%
COc1cc(C=O)cc(Br)c1OCc1ccc(C)cc1	32%
CCC(C(=O)N(CC)C1CCCCC1)c1ccccc1 (configuration not stated)	22%
CN1C(=O)C(=Cc2ccc(OCc3ccc([N+](=O)[O-])cc3)cc2)C(=O)N(C)C1=S	16%
O=C(Nc1ccc(Br)cn1)c1ccc(Oc2ccccc2)cc1	10%
O=C(N/N=C/C(Br)=C/c1ccccc1)C(O)c1ccccc1 (configuration not stated)	15%
Cc1onc(-c2ccccc2Cl)c1C(=O)Nc1ccc2ccccc2c1	12%
CCOC(=O)c1sc(N/N=C/c2cccc(Cl)c2)nc1C	14%
CN(C)C1=C(Cl)C(=O)N(c2ccc(Br)cc2)C1=O	1%
CCc1ccc(C2C(C(=O)OCc3ccc(OC)cc3)=C(C)NC3=C2C(=O)CCC3)cc1 (configuration not stated)	21%
CCn1c(/N=C/c2c(O)ccc3ccccc23)nc2ccccc21	11%
Cc1c(C)n(C(=O)CSc2nnc(-c3ccccc3)o2)c2ccccc12	1%
CCN(C)c1ccc(/C=C/c2[nH]c(=O)[nH]c(=O)c2[N+](=O)[O-])cc1	23%
CCN1C(=O)/C(=C\c2ccc(-c3ccc(C(=O)O)cc3)o2)SC1=S	34%
Cc1c(Cl)cccc1N1C(=O)CC(Sc2ncn[nH]2)C1=O (configuration not stated)	8%
CC(C)C1=NN2C(=N)/C(=C/c3ccccc3OCc3ccc(F)cc3)C(=O)N=C2S1	12%
COc1ccc(OC)c(NC(=O)C(=O)NNC(=O)c2ccc(C(C)(C)C)cc2)c1	14%
COc1ccc(C2=NN3C(C2)c2cc(OC)ccc2OC3c2cccc([N+](=O)[O-])c2)cc1 (configuration not stated)	23%
Continuation:
SMILES	RNase H inhibition
Nc1nnc(CCS(=O)(=O)c2ccc3ccccc3c2)s1	2%
COc1ccc(/C=C2/C(=O)NC(=S)N(c3ccc(Cl)cc3)C2=O)c(OC)c1OC	3%
CCOc1cc(/C=N/Nc2nc(Nc3ccccc3)nc(N3CCOCC3)n2)ccc1OCc1ccccc1	13%
Cc1c(NC(=O)Nc2cc(F)c(F)cc2Cl)c(=O)n(-c2ccccc2)n1C	8%
COc1ccccc1NC(=O)c1c(NC(=O)C(Cl)(Cl)Cl)sc2c1CCC2	11%
CCN(CC)C(=O)CCc1ccccc1	8%
Fc1ccccc1CSc1nnnn1-c1ccccc1F	0%
CCn1c2ccc(C(C)=O)cc2c2cc(C(C)=O)ccc21	12%
O=C(NCc1ccccc1)c1ccc2c(c1)OCCO2	14%
O=C(Nc1ccccc1C(=O)NC(Cc1ccccc1)C(=O)NC1CCCCCC1)c1ccccc1 (configuration not stated)	12%
Cc1ccc(N2NC(=O)/C(=C/c3ccc(O)cc3)C2=O)cc1C	13%
COc1cc(CN2CCN(Cc3cccc(C)c3)CC2)cc(OC)c1	3%
O=C1C2=C(NC(=S)NC2c2ccc([N+](=O)[O-])cc2)c2ccccc21 (configuration not stated)	10%
O=C(Nc1cc(C(F)(F)F)ccc1N1CCOCC1)c1ccc(Cl)c([N+](=O)[O-])c1	6%
O=[N+]([O-])c1ccc(NCCNCCO)cc1	6%
O=C(Cc1ccc(Br)cc1)NC1CCSC1=O (configuration not stated)	5%
O=C(NC(=S)Nc1ccc(Cl)cc1)c1ccccc1	0%
CN(C)c1ccc(C2/C(=C(\O)c3ccccc3)C(=O)C(=O)N2CCCCCC(=O)O)cc1 (configuration not stated)	7%
COC(=O)c1ccc(/C=C2\C(=O)NC(=O)N(c3cccc(Br)c3)C2=O)cc1	0%
Cc1ccc(C(=O)Nc2ccc(N(C)C)cc2)o1	0%
CN(C)c1ccc(/C=N/Nc2cc(N3CCCCC3)nc(N3CCCCC3)n2)cc1	11%
O=[N+]([O-])c1ccccc1S(=O)(=O)Nc1ccc2c(c1)OCCO2	0%
Cc1c(Cl)cccc1NC(=O)Nc1ccc(Cl)cc1	3%
Cc1ccc(C(C)C)c(OCC(=O)NCCc2nc3ccccc3[nH]2)c1	18%
C=CCn1c(N)c(-c2nc3ccccc3[nH]2)sc1=S	2.8µM*
O=[N+]([O-])c1cc(-n2ncnc2-c2ccc(Br)cc2)ccc1Cl	12%
COc1ccc(/C=C2\C(=O)NC(=S)N(c3ccc(Cl)c(Cl)c3)C2=O)cc1OC	7%
O=C(Cc1ccccc1)Nc1ccc(OC(F)(F)F)cc1	15%
CCN(CC)C(=O)CN(c1cc(Cl)cc(Cl)c1)S(C)(=O)=O	0%

Grouped by structure: the entries above containing fluorine (14)
SMILES	RNase H inhibition
CCOC(=O)NC(Nc1cccc(C(F)(F)F)c1)(C(F)(F)F)C(F)(F)F	15%
CSc1ccccc1NC(=O)c1cc2nc(-c3cccs3)cc(C(F)(F)F)n2n1	11%
Fc1ccc(-c2cn3ccccc3n2)cc1	3%
Cc1cccc(NC(=O)CSc2nnnn2-c2ccc(F)cc2)c1C	17%
O=C1N=c2ccc(F)cc2=C1c1[nH]c(=S)[nH]c1O	10%
O=C1NC(=O)N(Cc2ccco2)C(=O)/C1=C\c1cn(Cc2cccc(F)c2)c2ccccc12	57%*
O=C(CN1C(=O)/C(=C/c2ccccc2F)SC1=S)Nc1cccc(O)c1	12%
OCc1ccc(-c2cc(C(F)(F)F)cc(C(F)(F)F)c2)o1	13%
CCN1C(=O)/C(=C/c2cc(Cl)cc(Cl)c2OCc2ccccc2F)SC1=S	37%
CC(C)C1=NN2C(=N)/C(=C/c3ccccc3OCc3ccc(F)cc3)C(=O)N=C2S1	12%
Cc1c(NC(=O)Nc2cc(F)c(F)cc2Cl)c(=O)n(-c2ccccc2)n1C	8%
Fc1ccccc1CSc1nnnn1-c1ccccc1F	0%
O=C(Nc1cc(C(F)(F)F)ccc1N1CCOCC1)c1ccc(Cl)c([N+](=O)[O-])c1	6%
O=C(Cc1ccccc1)Nc1ccc(OC(F)(F)F)cc1	15%

Screening results: PubChem BioAssay, MTDP
